# Source: PubChem
# Growth percent in the NCI-60 one-dose screen (48 h, 10 µM unless noted): 100 = growth as untreated, 0 = no growth, -100 = all killed.
# MOLT-4 = MOLT-4 leukemia cells; actives 6.9% (n = 80,000); AID 1794779
# HOP-92 = HOP-92 NSCLC cells. AID 1794738. actives 6.3% (n = 71,000)
# EKVX = EKVX NSCLC; actives 3% (n = 71,000)
# SR = SR leukemia cells | actives 8.7% (n = 73,000)
# A549/ATCC = A549/ATCC NSCLC; actives 3.7% (n = 81,000); AID 1794740
# RPMI-8226 = RPMI-8226 leukemia cells. actives 7.5% (n = 77,000). AID 1794781
# CCRF-CEM = CCRF-CEM leukemia | actives 7% (n = 77,000)
# HOP-62 = HOP-62 NSCLC; actives 3.9% (n = 80,000); AID 1794735
# The depositor's hits bear a star; . = no result given. The calls were made as follows: active = growth percent below 10; inactive = the rest.
SMILES,MOLT-4,HOP-92,EKVX,SR,A549/ATCC,RPMI-8226,CCRF-CEM,HOP-62
CCCCC(O)Cn1ncc(C(=O)N/N=C\c2ccc(OC(F)F)c(OC)c2)c1N (stereo not given),95.7,105.7,104.9,93.2,94.0,88.1,95.8,89.6
COc1ccc(-c2nnc(CN3C=NC4C(N5CCOCC5)=NC=NC43)o2)cc1 (stereo not given),113.0,104.8,98.6,118.7,106.9,96.2,106.8,97.8
C1CCC2C(C1)N1CN(C34CC5CC(CC(C5)C3)C4)CN3C4CCCC[C@@H]4N4CN(C56CC7CC(CC(C7)C5)C6)CN2C4C13 (stereo not given in full),94.4,103.6,97.6,95.6,108.0,110.6,112.7,103.8
O=C(c1ccccc1)c1coc(-c2ccccc2)c1,97.7,85.7,84.4,103.2,97.7,85.5,85.9,101.5
O=C1NC(=O)C2(CC(C(=O)N(CCO)CCO)Oc3ccc(F)cc32)N1 (stereo not given),91.4,109.1,102.2,99.1,101.6,95.7,.,104.4
CCCCN1C(=O)/C(=c2\sc3n(c2=O)C2C(NN=3)N(CC)C(=O)N2CC)c2cc(C)ccc21 (stereo not given),91.8,86.5,85.2,64.1,91.4,99.8,94.7,107.7
NC(=O)OCC(O)COc1ccc(Cl)cc1 (stereo not given),98.6,80.3,108.4,103.0,103.1,83.4,.,92.3
Fc1ccc(-n2cc(COc3ncnc4sc5c(c34)CCCC5)nn2)cc1,96.5,115.4,93.9,90.5,98.4,101.3,96.8,99.1
CC1CCCC(C)N1CCOc1cc([N+](=O)[O-])ccc1C#N (stereo not given),90.3,104.8,102.9,99.5,97.7,99.7,106.1,109.0
Cn1cnc([N+](=O)[O-])c1/C=C1\Oc2ccccc2C1=O,109.2,.,.,85.8,104.3,105.1,94.9,93.4
CC(C)(C)CC(C)(C)Nc1c(-c2ccc(-c3ccccc3)cc2)nc2sccn12,84.2,86.3,60.3,79.5,89.6,92.9,95.3,100.8
Cc1ccc(S(=O)(=O)NNC(=O)c2cccnc2)cc1,88.8,.,99.8,95.6,106.7,120.6,103.4,100.0
Cc1nn(-c2ccc(F)cc2)c2[nH]c(=S)n(-c3ccccc3)c(=O)c12,75.1,86.4,100.6,100.0,87.9,92.0,84.6,86.7
CCn1c(SCC(=O)NN)nc2c1c(=O)n(C)c(=O)n2C,92.8,96.3,93.8,93.7,106.3,101.7,94.0,96.5
CCN(CC)Cc1c(C)ccc(C)c1O,91.6,.,97.6,82.7,104.6,.,.,91.7
CC1=CCC(=O)O1,.,100.3,.,.,97.1,101.4,100.5,.
O=S(=O)(c1ccccc1)N1CCN(c2nccc(-c3c(-c4cccc(F)c4)nc4sccn34)n2)CC1,47.8,70.9,78.4,56.1,71.2,47.8,65.0,104.0
CCC(CC)C(=O)OC(C)COc1ccccc1C(C)CC (stereo not given),104.1,93.6,99.7,87.5,65.4,.,93.2,90.1
CCCCCC(=O)N1CCCC1,102.7,93.1,120.2,114.4,107.8,94.5,98.9,108.9
C=CCSc1nnc(-c2ccc3nc(-c4ccc(Cl)cc4)[nH]c3c2)o1,103.9,120.3,98.8,134.7,108.2,100.1,104.7,117.1
O=C1OC(=O)C2C1CC=CC2c1ccccc1 (stereo not given),90.6,85.3,90.9,55.0,88.0,93.8,84.2,78.8
COc1ccc2c(c1)CCc1c-2nc(N)nc1-c1nc(N)nc2c1CCc1cc(OC)ccc1-2,99.8,108.1,93.6,.,96.5,111.9,113.0,97.7
Nc1ccc(C(=O)Oc2ccc([N+](=O)[O-])cc2)c(O)c1,98.1,.,96.3,91.4,100.9,98.6,106.8,101.8
CNNCc1ccc(C(=O)NC(C)C)cc1,114.1,85.3,102.4,108.3,98.8,108.6,101.1,.
CC(C)(C)c1ccc(NCc2cn(-c3ccc(C(=O)O)cc3)nc2-c2ccc(C(=O)O)cc2)cc1,113.2,106.0,105.3,106.3,102.5,116.0,118.9,100.2
NC(=S)NN=C1CCSCC1,106.9,78.0,106.3,117.0,.,93.8,83.3,121.4
CC(=O)/C(=C/n1ccc(=O)[nH]c1=S)C(=O)Nc1ccccc1,101.7,107.5,102.7,98.1,100.9,104.4,103.8,94.4
O=C(CSc1ccccc1C(=O)Nc1ccc(-n2ccnc2)cc1)NCC1CCCCC1,70.1,.,66.4,63.3,80.3,60.0,70.6,99.5
Cc1cc(=O)n2n1-c1ccccc1NC(=O)C2,101.9,120.6,100.3,99.1,88.0,101.3,.,97.1
Nc1c(C(=O)c2ccc(Cl)cc2)sc2nc(-c3cc4ccccc4o3)cc(-c3ccc(Cl)cc3)c12,66.3,47.3,.,43.3,117.2,27.4,72.6,98.1
COc1ccc(C2CC(c3cccc(Nc4nc(Cl)nc5cc(OC)c(OC)cc45)c3)=NN2C(C)=O)cc1 (stereo not given),32.9,78.9,70.9,54.8,50.2,42.4,51.1,99.1
Nc1ccc([N+](=O)[O-])cc1F,103.4,102.9,100.2,91.8,76.2,105.2,104.1,89.7
CCOc1ccc2c(c1)sc1nc(-c3ccccc3)c(-c3cc(OC)c(OC)c(OC)c3)n12,97.6,.,110.5,88.9,100.2,109.2,102.4,117.2
Cc1cc(C)c(NC(=O)c2sc3nc4c(cc3c2N)CCCC4)c(C)c1,29.9,52.3,76.7,7.8*,50.1,55.2,20.4,24.1
COc1ccc(NC(=S)NNc2ccc(-c3ccccc3)nn2)cc1,102.5,100.5,107.0,106.6,108.1,105.2,105.6,100.8
COc1cccc(-c2nc(-c3ccc(NC(=O)OC(C)C)cc3)[nH]c2-c2ccnc(Br)c2)c1,10.3,40.7,27.6,-2.3*,29.0,.,18.3,22.7
CCOC(=O)c1cc(C(=O)c2ccc(Br)cc2)n2ccc(/C=C/c3ccncc3)cc12,102.0,111.4,95.1,113.7,89.7,106.2,104.7,89.3
N#Cc1c(NC(=O)c2cccs2)[n+]([O-])c2cc(Cl)c(Cl)cc2[n+]1[O-],86.7,62.4,104.5,71.0,104.3,82.6,73.5,113.4
COc1ccc([C@H]2c3[nH]c4ccccc4c3C[C@H]3C(=O)N(CCCCCCC(=O)NO)CC(=O)N23)c(OC)c1,50.9,79.0,96.5,50.6,103.5,51.5,38.2,68.1
CCOC(=O)c1sc(/N=C2\NC(=O)/C(=C/c3ccc(-n4ccnc4C)cc3)S2)nc1C,87.4,75.8,91.9,93.6,85.2,87.9,94.2,115.7
CCCc1cc(Cl)c(O)cc1O,76.2,101.0,98.4,86.6,100.2,92.6,83.5,93.4
N/N=C/c1ccc([N+](=O)[O-])cc1,115.3,.,120.1,115.6,94.5,102.2,104.2,108.8
O=C1NC(=O)C(C(=O)Nc2ccc(Cl)cc2)c2ccccc21 (stereo not given),110.2,90.1,89.6,122.6,.,102.9,108.0,84.0
CCSCN1CCN(C)CC1,115.0,84.5,89.2,108.7,104.7,95.1,99.8,99.1
CC(=O)Nc1nc2c(c(N)c1C#N)C(c1cccc(Cl)c1)C1=C(CCCC1=O)N2c1sc2c(c1C#N)CCCC2 (stereo not given),12.6,40.1,35.9,26.0,32.8,22.0,50.4,67.3
CCCCN(CC(O)c1cc2c(c3ccccc13)CCCC2)c1ccc(OC)cc1 (stereo not given),67.7,78.2,78.2,65.8,89.1,72.5,81.0,.
COc1ccc(OC)c(/C=C2\SC(=O)N(Cc3ccc(-c4ccccc4C#N)cc3)C2=O)c1,96.5,92.5,83.5,95.6,99.7,88.6,98.4,92.1
O=C1/C(=C/c2cc(Br)cc(Br)c2)Cc2c(F)cc(Br)cc21,86.8,127.9,91.2,99.7,109.4,107.6,101.5,108.1

# At a glance, part of the list above.
SMILES,MOLT-4,HOP-92,EKVX,SR,A549/ATCC,RPMI-8226,CCRF-CEM,HOP-62
Cc1cc(C)c(NC(=O)c2sc3nc4c(cc3c2N)CCCC4)c(C)c1,29.9,52.3,76.7,7.8*,50.1,55.2,20.4,24.1
COc1ccc(NC(=S)NNc2ccc(-c3ccccc3)nn2)cc1,102.5,100.5,107.0,106.6,108.1,105.2,105.6,100.8
COc1cccc(-c2nc(-c3ccc(NC(=O)OC(C)C)cc3)[nH]c2-c2ccnc(Br)c2)c1,10.3,40.7,27.6,-2.3*,29.0,.,18.3,22.7
CCOC(=O)c1cc(C(=O)c2ccc(Br)cc2)n2ccc(/C=C/c3ccncc3)cc12,102.0,111.4,95.1,113.7,89.7,106.2,104.7,89.3
N#Cc1c(NC(=O)c2cccs2)[n+]([O-])c2cc(Cl)c(Cl)cc2[n+]1[O-],86.7,62.4,104.5,71.0,104.3,82.6,73.5,113.4
COc1ccc([C@H]2c3[nH]c4ccccc4c3C[C@H]3C(=O)N(CCCCCCC(=O)NO)CC(=O)N23)c(OC)c1,50.9,79.0,96.5,50.6,103.5,51.5,38.2,68.1
CCOC(=O)c1sc(/N=C2\NC(=O)/C(=C/c3ccc(-n4ccnc4C)cc3)S2)nc1C,87.4,75.8,91.9,93.6,85.2,87.9,94.2,115.7
CCCc1cc(Cl)c(O)cc1O,76.2,101.0,98.4,86.6,100.2,92.6,83.5,93.4
N/N=C/c1ccc([N+](=O)[O-])cc1,115.3,.,120.1,115.6,94.5,102.2,104.2,108.8
O=C1NC(=O)C(C(=O)Nc2ccc(Cl)cc2)c2ccccc21 (stereo not given),110.2,90.1,89.6,122.6,.,102.9,108.0,84.0
CCSCN1CCN(C)CC1,115.0,84.5,89.2,108.7,104.7,95.1,99.8,99.1
CC(=O)Nc1nc2c(c(N)c1C#N)C(c1cccc(Cl)c1)C1=C(CCCC1=O)N2c1sc2c(c1C#N)CCCC2 (stereo not given),12.6,40.1,35.9,26.0,32.8,22.0,50.4,67.3

# Other entries follow.
SMILES,MOLT-4,HOP-92,EKVX,SR,A549/ATCC,RPMI-8226,CCRF-CEM,HOP-62
Cc1ccc(S(=O)(=O)NCCN2c3nc4ccccc4cc3Sc3cc4ccccc4nc32)cc1,107.7,15.7,70.3,73.7,.,78.7,93.7,55.8
Oc1ccc(/C=C2\CCCc3cc4ccc(O)cc4[o+]c32)c(O)c1,28.5,40.9,65.9,15.3,83.0,50.6,39.0,44.7
CC(C)(CN1CCCN(CC(C)(C)C(=O)O)C1=O)C(=O)O,103.9,101.1,.,92.4,107.2,98.6,99.0,103.9
C[C@@H](O)[C@@H]1NC(=O)[C@H](CCC(N)=O)NC(=O)[C@@H](Cc2ccc(O)cc2)NC(=O)CSC[C@@H](C(N)=O)NC(=O)[C@H](Cc2ccccc2)NC(=O)[C@H](CO)NC(=O)[C@H](Cc2ccc(O)cc2)NC(=O)[C@H](CCCNC(=N)N)NC(=O)[C@H](CCCNC(=N)N)NC(=O)CNC(=O)[C@H](CCCNC(=N)N)NC(=O)[C@H](Cc2c[nH]c3ccccc23)NC(=O)[C@H](CO)NC(=O)[C@H](Cc2c[nH]c3ccccc23)NC1=O,128.8,109.1,94.3,99.1,98.9,112.2,122.2,105.3
CC(=O)c1ccc(N2CCCCC2)cc1,79.9,149.0,105.6,63.8,96.6,105.5,103.1,98.8
CSc1nc2c(c(=O)n1C)NC1=C(C(=O)c3ccccc31)C1(C=C(O)c3ccccc31)N2 (stereo not given),80.8,93.2,.,.,99.7,81.7,116.9,94.5
CN(CCO)c1ccc(N2Cc3ccccc3OC3=C2C(=O)c2c(O)ccc(O)c2C3=O)cn1,-30.6*,-71.9*,-38.5*,.,-18.9*,-16.2*,-12.2*,-46.3*
Oc1ccc2ccc(Cl)cc2c1,78.1,84.8,99.2,.,100.5,112.5,.,.
CN1CCC(O)CC1,99.7,119.9,102.0,98.2,118.6,109.0,93.9,107.5
CC(C)CN1C(=O)c2c(F)c(F)c(F)c(F)c2C1=O,102.9,111.8,96.4,78.7,117.1,96.5,89.0,98.5
COc1ccc2oc(=O)cc(-c3sc(N4CCCCC4)nc3-c3ccccc3)c2c1,102.4,99.2,92.0,93.5,105.5,103.9,100.7,101.6
CCN1C/C(=C\c2ccc(Cl)cc2)C(=O)/C(=C/c2ccc(Cl)cc2)C1,81.8,.,103.4,107.7,75.5,91.2,107.7,100.2
CC(C)CC(NC(=O)CCCCCl)C(=O)O (stereo not given),99.1,106.4,.,100.4,99.7,.,104.1,99.1
O=C(Nc1ncccc1OCc1cccc(F)c1)NC12CC3CC(CC(C3)C1)C2,78.8,58.7,79.6,79.7,86.1,69.3,17.5,91.2
Cc1nnc(NC(=O)c2nc(S(=O)(=O)Cc3ccc(F)cc3)ncc2Cl)s1,11.3,-85.7*,90.5,1.4*,79.3,37.0,-43.3*,86.1
NC(=O)C(O)(C(F)(F)F)C(F)(F)F,108.7,.,95.1,111.4,98.4,101.1,101.3,121.9
O=C(NN1C(=O)/C(=C/C=C/c2ccco2)SC1=S)c1ccc(Cl)cc1,.,.,93.5,.,81.5,98.8,100.5,113.2
CN(C)c1ccc([N+](=O)[O-])cn1,102.6,97.5,104.6,.,98.3,97.1,95.9,107.8
Cn1c(=O)c(C#N)c(-c2ccccc2)n2c(S(C)(=O)=O)nnc12,108.5,88.3,112.9,110.1,124.9,.,117.9,108.2
CCOC(=O)/C(C#N)=C1\SS/C(=C(/C#N)C(=O)OCC)S1,106.8,97.9,90.5,16.2,104.9,77.6,80.3,98.7
C=CCC(=S)NNC(=O)c1ccncc1,95.4,106.4,102.3,99.5,95.8,99.2,106.7,100.6
COc1ccc2oc(=O)cc(CP(=O)(O)O)c2c1,111.2,94.0,101.7,119.6,98.7,104.3,98.2,97.4
CCOC(=O)C1=CCC(n2ccc(=O)[nH]c2=O)O1 (stereo not given),103.1,.,100.7,77.2,115.2,.,.,102.1
O=C1NC(=O)C2(CCCC2)N1,115.0,96.2,90.1,128.8,103.5,136.1,128.4,96.3
Clc1cccc(Cn2cc(CSc3nc4ccccc4s3)nn2)c1,85.1,86.6,104.6,75.0,105.9,97.5,107.4,96.0
